HTR5A ag: HTR5A agonists in luminescence cell assay, primary screen, counter-screen for OPRM1-OPRD1 heterodimer agonist project, full-deck HTS; 5-hydroxytryptamine receptor 5A (Homo sapiens), P47898; AID 504692, 2011; actives 0.61% (n = 340,000); activation, % at 9.3 µM; cell-based; in the data active = activation mostly above about 9.5%, no sharp cut-off; inactive = mostly below about 7.6%;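 note: 0% = cells with vehicle only and 100% = reference agonist; strong numbers were not always called active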
MOR-DOR ag: agonists of OPRM1-OPRD1 heterodimerization, primary screen, cell-based, luminescence | activation, % at 9.3 µM | cells | actives 0.3% (n = 340,000) | AID 504326, 2011; in the data active = activation above about 18%;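 note: 0% = vehicle-treated cells and 100% = reference agonist; values of inactives mirror those of a sister screen read the other way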
Target sequence (P35372 whole entry, looked up): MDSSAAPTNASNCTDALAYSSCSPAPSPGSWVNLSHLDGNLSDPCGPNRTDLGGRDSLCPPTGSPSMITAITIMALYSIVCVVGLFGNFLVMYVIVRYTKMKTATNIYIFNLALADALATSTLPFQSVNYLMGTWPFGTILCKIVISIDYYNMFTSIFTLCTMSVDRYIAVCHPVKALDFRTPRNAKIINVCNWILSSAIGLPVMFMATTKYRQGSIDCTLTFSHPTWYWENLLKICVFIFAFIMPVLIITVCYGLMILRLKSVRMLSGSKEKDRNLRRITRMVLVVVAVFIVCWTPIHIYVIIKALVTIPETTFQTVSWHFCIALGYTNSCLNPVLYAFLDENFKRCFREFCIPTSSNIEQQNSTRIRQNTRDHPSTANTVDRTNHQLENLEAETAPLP
Target sequence (P41143 whole entry, looked up): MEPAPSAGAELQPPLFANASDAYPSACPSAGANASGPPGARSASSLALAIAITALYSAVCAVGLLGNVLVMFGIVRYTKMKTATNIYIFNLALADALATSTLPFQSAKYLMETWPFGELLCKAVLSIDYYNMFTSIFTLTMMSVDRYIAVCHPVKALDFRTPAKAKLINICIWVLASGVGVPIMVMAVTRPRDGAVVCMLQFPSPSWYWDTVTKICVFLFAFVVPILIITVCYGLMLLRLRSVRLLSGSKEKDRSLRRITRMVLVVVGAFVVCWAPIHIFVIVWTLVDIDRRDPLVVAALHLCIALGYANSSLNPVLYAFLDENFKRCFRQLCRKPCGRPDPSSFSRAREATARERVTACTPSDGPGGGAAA
cardiac RTF act: cardiac RTF calcium sensitivity activators, primary screen, biochemical, IANBD-TnC fluorescence, EC20 calcium; actives 0.24% (n = 340,000); activation, % at 7.2 µM; IANBD-labeled TnC RTF fluorescence at EC20 calcium; 0% EC20 calcium, 100% full calcium; Troponin I, cardiac muscle (Homo sapiens) + Troponin T, cardiac muscle (Homo sapiens) + …;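 active = activation above the mean over all tested compounds plus 3 SD, cut at about 30% in these data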;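 note: rise in fluorescence read as greater calcium sensitivity of cardiac thin filaments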
Keap1-Nrf2 PPI: Keap1-Nrf2 protein-protein interaction inhibitors, primary screen, biochemical, fluorescence polarization, single point; Keap1 Kelch-Nrf2 peptide fluorescence polarization, 1536-well; inhibition, % at 9.4 µM; actives 0.15% (n = 340,000); in the data active = inhibition above about 12%;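 note: human Keap1 Kelch domain with fluorescein labeled Nrf2 9mer peptide probe; 0% = neutral control wells and 100% = peptide positive control; higher means more block of Keap1 binding to Nrf2 peptide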
Cardiac RTF inh: cardiac RTF calcium sensitivity inhibitors, primary screen, biochemical, IANBD-TnC fluorescence, EC70 calcium; Troponin I, cardiac muscle (Homo sapiens) + Troponin T, cardiac muscle (Homo sapiens) + …; IANBD-labeled cardiac RTF, Ca2+ fluorescence; inhibition, % at 7.15 µM; actives 0.12% (n = 340,000);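 active = inhibition above the mean inhibition of all tested compounds plus 3 SD, cut at about 17% in these data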;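 note: assay run at fixed EC70 calcium of 1.6 mM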
C-LANA FP: inhibitors of KSHV C-LANA binding to DNA, primary screen, biochemical, fluorescence polarization, FAM-LBS DNA, MBP-C-LANA, single point | Kaposi's sarcoma herpesvirus LANA C-terminal domain (residues 932-1162) DNA binding | inhibition, % at 9 µM | actives 0.078% (n = 340,000);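 active = highest replicate inhibition at or above 60% at 9 µM, even if other replicates fall short; inactive = all replicates below 60% inhibition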;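 note: 0% = neutral control wells and 100% = 4 µM acridine orange control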
V-ATPase pH: regulators of yeast V-ATPase proton pumping, primary screen, pHLuorin cytosolic pH fluorescence; response, % at 10 µM; S. cerevisiae; actives 0.37% (n = 350,000); in the data active = response mostly above about 7.3%, no sharp cut-off; inactive = mostly below about 5.4%; note: actives read high; inactives centre near 0; some compounds called inactive have numbers as strong as hits; reference of the scale not given here
CAL PDZ FP: untagged CAL PDZ binding inhibitors, primary screen, biochemical, fluorescence polarization, HTS. Golgi-associated PDZ and coiled-coil motif-containing protein (Homo sapiens), Q9HD26. actives 0.92% (n = 300,000). purified CAL PDZ, TMR-peptide fluorescence polarization, 1 h. inhibition, % at 24.9 µM;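 active = mean inhibition of at least 30% with at least half of replicates also reaching 30%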;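 note: 0% = DMSO neutral control and 100% = excess unlabeled competitor peptide PRC23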
HTR5A inv ctr: HTR5A inverse agonists in luminescence cell assay, primary screen, counter-screen for OPRM1-OPRD1 heterodimer inverse agonist project, full-deck HTS | actives 0.083% (n = 340,000) | 5-hydroxytryptamine receptor 5A (Homo sapiens), P47898 | HTR5A cell line, inverse agonism | AID 504634, 2011 | inhibition, % at 9.3 µM; in the data active = inhibition mostly above about 23%, no sharp cut-off; inactive = mostly below about 18%;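 note: 0% = cells with DMSO and 100% = no-cell wells with DMSO; some compounds called inactive have numbers as strong as hits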
MOR-DOR inv ag: inverse agonists of MOR-DOR heterodimerization, primary screen, cell-based, luminescence; AID 504357, 2011; inhibition, % at 9.3 µM; Mu-type opioid receptor (Homo sapiens) + Delta-type opioid receptor (Homo sapiens), …; cell-based MOR-DOR heterodimer luminescence, inverse agonism; actives 0.21% (n = 340,000); in the data active = inhibition above about 22%, passing the limit was not always enough;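 note: 0% = cells with DMSO and 100% = wells without cells with DMSO; values of inactives mirror those of a sister screen read the other way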
Starred values were filed as active, the others as inactive; nt = no result given.

Values in the order: HTR5A ag | MOR-DOR ag | cardiac RTF act | Keap1-Nrf2 PPI | Cardiac RTF inh | C-LANA FP | V-ATPase pH | CAL PDZ FP | HTR5A inv ctr | MOR-DOR inv ag
1	O=C(NCCN1C(=O)S/C(=C\c2ccc(F)cc2)C1=O)C1CCN(S(=O)(=O)c2cccs2)CC1
    3 | -2.9 | 3 | -2 | 0 | 3.2 | -1 | -3 | 19 | 15
2	CC(C)(CNC(=O)c1cc([N+](=O)[O-])ccc1N1CCC(Cc2ccccc2)CC1)N1CCOCC1
    -5 | 3.1 | 2 | -6 | 1 | 2.2 | 2 | -1 | 13 | -13
3	CC(=O)Nc1ccc(S(=O)(=O)N(C)CC(=O)OCC(=O)NC(C)C23CC4CC(CC(C4)C2)C3)cc1 (stereo not drawn)
    -3 | 0.6 | -3 | -3 | -12 | -1.0 | 3 | -1 | 11 | -3
4	CN(C)C(CNC(=O)Cc1ccc([N+](=O)[O-])cc1)c1ccccc1 (stereo not drawn)
    -5 | 67* | 4 | -3 | -4 | -1.1 | 1 | -2 | -8 | -305
5	c1ccc(CNc2nc(-c3ccccn3)nc3ccccc23)cc1
    -4 | -4.4 | 1 | -2 | -8 | -0.3 | 0 | -4 | 14 | 23
6	C[C@H](CO)N1C[C@H](C)[C@@H](CN(C)CC2CCCCC2)Oc2ccc(NS(C)(=O)=O)cc2C1=O
    17 | -3.6 | 6 | -6 | 5 | -0.5 | -2 | 0 | -49 | 21
7	Cc1ccccc1OCc1nnc(SCC(=O)O)n1Cc1ccccc1
    -4 | -1.1 | 3 | 0 | -6 | -0.1 | 5 | -4 | 13 | 6
8	COc1cccc(CC(NC(C)=O)C(=O)NC2CCN(C(=O)c3ccc(Cl)cc3)CC2)c1 (stereo not drawn)
    6 | -1.3 | -3 | 0 | -9 | -0.9 | 0 | -2 | -15 | 9
9	CCn1c(SCc2ccccc2)nnc1-c1cccnc1
    2 | -2.1 | -3 | 2 | 2 | -1.3 | 11 | 7 | -8 | 11
10	O=C(O)c1cc(S(=O)(=O)Nc2ccccc2Cc2ccccc2)ccc1Cl
    -3 | -2.0 | -1 | 0 | -23 | -2.2 | -2 | -2 | 0 | 10
11	Cc1ccc(S(=O)(=O)C(C#N)c2nc3ccccc3nc2N2CCC(C)CC2)cc1 (stereo not drawn)
    0 | 0.7 | 3 | -3 | -1 | 2.4 | 0 | 3 | -1 | -3
12	O=C1CS(=O)(=O)N(Cc2cccc(F)c2)c2ccc(Br)cc21
    14 | -0.2 | 6 | -4 | -10 | -1.3 | 0 | -3 | -38 | 1
13	CN1CCN(C(=S)SCc2nc(N)nc(Nc3ccc(F)cc3)n2)CC1
    11* | -0.4 | -1 | -3 | -3 | 0.5 | -1 | 3 | -29 | 3
14	Cc1nc(COc2ccc(C(=O)Nc3ccccc3N3CCOCC3)cc2)cs1
    5 | 0.2 | -3 | -9 | 4 | 4.1 | 13 | -9 | -12 | -1
15	O=C(COc1ccc(Cl)cc1Cl)Nc1cccc(-c2ccc(N3CCOCC3)nn2)c1
    0 | -0.9 | -3 | -1 | 1 | -0.3 | -2 | -6 | -15 | 6
16	O=C(NC(=O)c1ccccc1F)OCc1ccc(Cl)cc1Cl
    1 | -0.7 | 4 | 3 | 0 | 0.7 | -2 | -6 | -1 | 3
17	COC(=O)C1N[C@@H]([C@@H](NC(=O)COc2ccccc2)C(=O)NCc2ccc(OC)cc2)SC1(C)C (stereo partly drawn)
    -3 | -1.3 | -1 | -9 | 2 | 0.1 | 3 | -1 | -12 | 7
18	CCOc1ccccc1CNC(=O)c1ccc(NC(=O)C2=C(C)OCCS2)cc1
    -1 | -3.0 | 6 | -1 | -1 | 1.0 | 4 | -1 | 6 | 15
19	COC(=O)c1sccc1NC(=O)c1cc(-c2cccc(C)c2)nc2ccccc12
    -4 | -1.6 | -1 | -2 | -12 | -0.4 | 5 | -27 | -41 | 9
20	Cc1ccc(CNC(=O)Nc2ccc(OC(F)(F)F)cc2)n1C
    9 | -1.8 | -2 | -1 | -4 | 1.3 | -1 | -3 | -34 | 10
21	CCNC(=O)C1CC(=O)N(CCCc2ccccc2)C(=Nc2ccccc2)S1 (stereo not drawn)
    2 | -0.5 | -5 | -1 | 1 | -1.5 | -4 | -5 | -6 | 2
22	CSc1nc2cc(C)nn2c(-c2ccccc2Cl)c1C#N
    -1 | -3.6 | 1 | -1 | -5 | -0.6 | -8 | -5 | 2 | 18
23	COc1cc(CN2CCN(Cc3ccccc3C(F)(F)F)CC2)cc(OC)c1OC
    0 | 1.5 | -2 | -1 | -6 | 1.1 | 3 | nt | 1 | -7
24	COc1ccc([C@H]2CC(=O)C=C(c3ccc4c(c3)OCO4)C2)cc1OC
    5 | -1.3 | 2 | -2 | -4 | 1.4 | 3 | -2 | -15 | 8
25	Cc1ccc(C(=O)NCc2ccc3c(c2)CCO3)cc1C
    -2 | -2.1 | 5 | -6 | -6 | -0.4 | 1 | -3 | 4 | 10
26	CCN1C(=O)/C(=C/N(C)C)c2ccccc21
    0 | -2.0 | -3 | -1 | -7 | -0.7 | 2 | nt | 0 | 10
27	CC(O)CC(C)O (stereo not drawn)
    -1 | -2.5 | 0 | -5 | 0 | 0.6 | 2 | 1 | 5 | 13
28	C=C(C(=O)c1ccccc1)C(c1ccccc1)C(C)C(=O)c1ccccc1 (stereo not drawn)
    5 | -1.8 | -1 | 6 | -16 | 3.6 | 1 | 0 | -17 | 9
29	Cc1c(Cl)c(=O)n2c(=O)c(Cl)c(C)n12
    -2 | -0.4 | 2 | 5 | 2 | 4.7 | 7 | 0 | 6 | 3
30	Cc1ccc(OCC(=O)Oc2ccc(C)c(C)c2)cc1
    3 | 6.6 | -2 | 4 | 1 | -0.5 | 2 | -3 | -12 | -31

One compound at a time, from the list above. Order of values: HTR5A ag	MOR-DOR ag	cardiac RTF act	Keap1-Nrf2 PPI	Cardiac RTF inh	C-LANA FP	V-ATPase pH	CAL PDZ FP	HTR5A inv ctr	MOR-DOR inv ag
`COc1cc(CN2CCN(Cc3ccccc3C(F)(F)F)CC2)cc(OC)c1OC` across the screens: 0	1.5	-2	-1	-6	1.1	3	nt	1	-7
`Cc1nc(COc2ccc(C(=O)Nc3ccccc3N3CCOCC3)cc2)cs1` across the screens: 5	0.2	-3	-9	4	4.1	13	-9	-12	-1

Continued.
Values in the order: HTR5A ag | MOR-DOR ag | cardiac RTF act | Keap1-Nrf2 PPI | Cardiac RTF inh | C-LANA FP | V-ATPase pH | CAL PDZ FP | HTR5A inv ctr | MOR-DOR inv ag
31	Cc1cccc(NC(=O)c2cc3n(n2)C(C(F)(F)F)CC(c2ccc4c(c2)OCO4)N3)c1 (stereo not drawn)
    6 | 5.0 | -4 | 2 | 10 | -2.5 | -1 | 4 | -23 | -27
32	CCOC(=O)/C=C/C(=O)Nc1ccc(S(=O)(=O)Nc2nccs2)cc1
    -2 | -2.2 | -2 | -6 | -2 | -1.8 | 1 | 0 | 6 | 11
33	Cc1cccc(-n2c(Cc3ccccc3)n[nH]c2=S)c1
    0 | 1.0 | -8 | -2 | -4 | 1.5 | 2 | 0 | 14 | -5
34	COc1cc(NC(=O)CN2C(=O)NC3(CCOc4ccccc43)C2=O)cc(OC)c1 (stereo not drawn)
    -2 | -1.7 | -2 | -2 | -1 | 0.7 | -1 | -3 | 4 | 7
35	CN(CC(=O)Nc1ccccc1Cl)CC(=O)Nc1c(F)cccc1F
    2 | -0.1 | 4 | 0 | -5 | 0.1 | 1 | -4 | -24 | 1
36	O=C1c2ccccc2C(=O)N1OCc1ccccc1
    -3 | 0.3 | 3 | -1 | -7 | -0.7 | -17 | 1 | -45 | -1
37	Cc1cc2c(cc1C)C(=O)C(=O)N2
    -2 | -4.9 | 2 | -2 | -8 | -1.9 | -4 | -1 | 8 | 24
38	OCC1(Cc2ccc(Cl)cc2)CCN(Cc2ccc3nsnc3c2)CC1
    -2 | -0.5 | -5 | 2 | -6 | -1.1 | 9 | -6 | 6 | 3
39	COc1ccc(C2=CC(=O)OC(C)(c3ccccc3)O2)cc1 (stereo not drawn)
    3 | -2.6 | 13 | -5 | 0 | 1.6 | -3 | -2 | 5 | 13
40	Nc1nonc1-c1noc(-c2ccccc2)n1
    -3 | -2.1 | -3 | 2 | 2 | 0.2 | 0 | -2 | 4 | 11
41	CCC(C)C(NC(=O)C1CCC(C)CC1)C(=O)NCc1cccnc1 (stereo not drawn)
    3 | -0.2 | 6 | 0 | 5 | -0.5 | 2 | -1 | -8 | 1
42	O=C(CCCN1C(=O)C(c2ccccc2)Oc2cccnc21)NCc1ccccc1F (stereo not drawn)
    1 | -2.9 | -2 | 2 | 1 | 1.2 | -1 | -3 | -3 | 15
43	Cc1cc(Cl)c(OCCOCCN2CCNCC2)c(Cl)c1
    2 | 1.6 | -7 | 0 | 0 | 0.1 | 1 | nt | 21 | -8
44	COc1cccc(-c2cc3c(=O)n(-c4ccccc4)c(=S)[nH]c3s2)c1
    -1 | -3.4 | -5 | -3 | -5 | 0.5 | 0 | -1 | -3 | 21
45	CC1CCN(Cc2nnnn2CCCC(=O)NC(c2ccccn2)C(F)(F)F)CC1 (stereo not drawn)
    0 | -1.8 | -3 | -2 | -6 | 0.4 | 3 | -3 | -7 | 10

A draw from above in order of length of the SMILES, rising:
Values in the order: HTR5A ag | MOR-DOR ag | cardiac RTF act | Keap1-Nrf2 PPI | Cardiac RTF inh | C-LANA FP | V-ATPase pH | CAL PDZ FP | HTR5A inv ctr | MOR-DOR inv ag
40	Nc1nonc1-c1noc(-c2ccccc2)n1
    -3 | -2.1 | -3 | 2 | 2 | 0.2 | 0 | -2 | 4 | 11
33	Cc1cccc(-n2c(Cc3ccccc3)n[nH]c2=S)c1
    0 | 1.0 | -8 | -2 | -4 | 1.5 | 2 | 0 | 14 | -5
39	COc1ccc(C2=CC(=O)OC(C)(c3ccccc3)O2)cc1 (stereo not drawn)
    3 | -2.6 | 13 | -5 | 0 | 1.6 | -3 | -2 | 5 | 13
38	OCC1(Cc2ccc(Cl)cc2)CCN(Cc2ccc3nsnc3c2)CC1
    -2 | -0.5 | -5 | 2 | -6 | -1.1 | 9 | -6 | 6 | 3
42	O=C(CCCN1C(=O)C(c2ccccc2)Oc2cccnc21)NCc1ccccc1F (stereo not drawn)
    1 | -2.9 | -2 | 2 | 1 | 1.2 | -1 | -3 | -3 | 15

Screens from PubChem BioAssay.

Not a hit list; about 2.8% have a hit in one of these screens.
